Source: PubChem
TDP2 absorb: human TDP2 enzyme inhibitors, primary screen, biochemical, epi absorbance, recombinant enzyme; T5PNP hydrolysis, p-nitrophenol absorbance 415 nm; inhibition, % at 12.8 µM; actives 0.34% (n = 370,000); AID 720702, 2013;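 active = inhibition above the mean of all tested compounds plus 3 SD, set per campaign, cut at about 25% in these data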;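 also: 0% = DMSO with enzyme and 100% = buffer with substrate but no TDP2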
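test system = human TDP2 enzyme | input = TDP2 enzyme at 120 nM final | medium = 50 mM Tris-HCl pH 7.5 with Mg2+, KCl, DTT, BSA | also added = T5PNP substrate, 5 mM | times = 2 h at 37 °C | technique = epi absorbance | benchmarks = high control without enzyme, low control DMSO plus TDP2 | replication = each compound tested once, singlicate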
Tn6 DDE FP: inhibitors of Tn6 peptide binding to fibrin DD(E), primary screen, biochemical, fluorescence polarization, human fibrin, Tn6 probe. Fibrinogen beta chain (Homo sapiens), P02675. Fibrin DD(E) TRITC-Tn6 fluorescence polarization displacement. inhibition, % at 8.3 µM. actives 0.21% (n = 370,000);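 active = inhibition above a per-campaign cutoff: mean of compounds within control limits plus 3 SD, cut at about 15% in these data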;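 also: 0% = median of all compound wells on the plate and 100% = blocking peptide control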
Target sequence (P02675 whole entry, looked up): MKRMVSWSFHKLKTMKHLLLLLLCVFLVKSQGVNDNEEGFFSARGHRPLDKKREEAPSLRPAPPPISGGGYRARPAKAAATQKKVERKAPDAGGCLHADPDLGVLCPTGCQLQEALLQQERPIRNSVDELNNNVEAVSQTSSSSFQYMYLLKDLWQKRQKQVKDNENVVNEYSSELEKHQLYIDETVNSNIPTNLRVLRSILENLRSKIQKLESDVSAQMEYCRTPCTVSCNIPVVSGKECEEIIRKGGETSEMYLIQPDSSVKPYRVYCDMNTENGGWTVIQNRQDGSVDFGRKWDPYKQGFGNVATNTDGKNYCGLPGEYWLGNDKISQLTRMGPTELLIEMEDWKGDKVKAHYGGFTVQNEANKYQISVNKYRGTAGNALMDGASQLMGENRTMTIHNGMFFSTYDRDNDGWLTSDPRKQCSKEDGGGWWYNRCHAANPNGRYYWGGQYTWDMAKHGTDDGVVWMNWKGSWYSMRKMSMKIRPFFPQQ
LEDGF integ inh: blockers of LEDGF/p75-dependent integrase strand transfer – biochemical, TR-FRET, high throughput, primary screen; inhibition, % at 3.7 µM; actives 0.64% (n = 370,000); TR-FRET IN-LEDGF/p75 DNA integration, Eu/Cy5;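 active = inhibition above the screen-wide mean plus 3 SD, cut at about 13% in these data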;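 also: signal is the Cy5 over europium emission ratio at 671 and 618 nm; 0% = plate median of compound wells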
ARFGAP1 inhibitor: inhibitors of rat ARFGAP1 GAP activity, primary screen, biochemical, fluorescence polarization, GDP tracer. Arfgap1-stimulated ARF1 GTP hydrolysis, GDP FP detection. inhibition, % at 16.5 µM. actives 0.26% (n = 360,000). AID 651572, 2012;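 active = inhibition above a per-plate limit, mean inhibition of low control wells plus 3 SD, cut at about 25% in these data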;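 also: 0% = DMSO wells with enzyme and 100% = wells lacking Arfgap1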
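Material: rat Arfgap1 catalytic domain, aa 1-136; also added: human ARF1(Δ1-17)-GTP substrate; compound dosing: one concentration, 16.5 µM, DMSO 1.26%; incubation: GTP hydrolysis reaction 2 h at 25 °C; measured by: Tracer-displacement fluorescence polarization with EDTA stop, 620/688 nm; evaluation: % inhibition from polarization; repeats: one replicate per compound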
Tn7 DDE FP: inhibitors of Tn7 peptide binding to fibrin DD(E), primary screen, biochemical, fluorescence polarization, human fibrin, Tn7 probe; Fibrinogen beta chain (Homo sapiens), P02675; FP displacement of FITC-Tn7 peptide from fibrin DD(E); 0% = median of compound wells per plate; AID 720508, 2013; inhibition, % at 8.3 µM; actives 0.13% (n = 370,000);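 active = inhibition above the mean of compounds falling within the control limits plus 3 SD of them, cut at about 14% in these data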;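 also: 0% = plate median of compound wells and 100% = 10 µM Aha-Tn7 peptide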
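System: human fibrin DD(E); quantity: Fibrin-DD(E) at 2 µM final; also added: fluorescent Tn7 probe at 0.1 µM; compound dosing: single nominal test concentration of 8.3 µM per compound; schedule: 10 min preincubation, 3 h with tracer, room temperature; detection: fluorescence polarization of the labelled Tn7 tracer; repeats: one replicate per compound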
ADAM17 inh: ADAM17 inhibitors, primary screen, biochemical, QFRET | actives 0.83% (n = 370,000) | Disintegrin and metalloproteinase domain-containing protein 17 (Homo sapiens), P78536 | inhibition, % at 6.95 µM | recombinant ADAM17, EDANS/DABCYL FRET peptide cleavage;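 active = inhibition above the mean of compounds lying between control limits plus 3 SD, set per campaign, cut at about 8.5% in these data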;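 also: 0% = DMSO-only wells as the low control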
Target sequence (P78536 215-824 limits assumed): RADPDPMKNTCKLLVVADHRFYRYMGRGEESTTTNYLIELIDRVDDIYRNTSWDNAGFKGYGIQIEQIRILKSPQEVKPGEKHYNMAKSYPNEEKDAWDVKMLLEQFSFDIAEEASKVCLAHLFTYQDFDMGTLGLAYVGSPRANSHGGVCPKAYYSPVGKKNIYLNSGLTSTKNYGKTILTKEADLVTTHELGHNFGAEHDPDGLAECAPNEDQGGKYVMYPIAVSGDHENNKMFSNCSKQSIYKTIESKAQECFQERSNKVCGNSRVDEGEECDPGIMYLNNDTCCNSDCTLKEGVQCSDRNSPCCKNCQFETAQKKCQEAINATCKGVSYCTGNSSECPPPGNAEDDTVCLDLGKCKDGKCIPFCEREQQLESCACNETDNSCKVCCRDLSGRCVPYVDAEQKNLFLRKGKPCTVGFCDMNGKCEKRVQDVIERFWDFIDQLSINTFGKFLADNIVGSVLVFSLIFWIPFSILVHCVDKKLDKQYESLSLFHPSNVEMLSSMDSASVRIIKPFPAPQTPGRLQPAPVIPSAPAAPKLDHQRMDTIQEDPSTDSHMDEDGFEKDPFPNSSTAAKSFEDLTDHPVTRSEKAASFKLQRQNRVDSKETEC
ADAM10 inh: human ADAM10 inhibitors, primary screen, biochemical, QFRET, HTS; Disintegrin and metalloproteinase domain-containing protein 10 (Homo sapiens), O14672; recombinant ADAM10, EDANS/DABCYL FRET peptide cleavage, 3 h; inhibition, % at 7 µM; actives 0.62% (n = 370,000); AID 720582, 2013;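 active = inhibition above a per-campaign cutoff equal to the mean of compounds falling between control-based bounds plus 3 SD, cut at about 20% in these data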;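 also: 0% = DMSO wells while the 100% control is not disclosed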
ASAP1 GAP inh: inhibitors of human ASAP1 ArfGAP activity, primary screen, biochemical, fluorescence polarization; Arf-GAP with SH3 domain, ANK repeat and PH domain-containing protein 1 (Homo sapiens), …; ASAP1-stimulated ARF1 GTP hydrolysis, GDP FP detection; inhibition, % at 16.5 µM; actives 0.19% (n = 360,000); AID 624377, 2012; in the data active = inhibition above about 25%;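 also: 0% = vehicle with enzyme and substrate and 100% = no enzyme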
proKLK7 act: proKLK7 zymogen activators, primary screen, biochemical, fluorescence intensity; purified proKLK7, EDANS-DABCYL substrate fluorescence; 100% is mature enzyme control, 0% vehicle; activation, % at 7 µM; AID 652039, 2013; actives 0.9% (n = 370,000); Kallikrein-7 (Homo sapiens), P49862;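 active = activation above the mean of all tested compounds plus 3 SD, computed per campaign excluding outliers beyond control limits, cut at about 13% in these data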
PLC-gamma1 inh: PLC-gamma1 enzyme inhibitors, primary screen, biochemical, fluorescence, purified enzyme; fluorogenic substrate; actives 0.84% (n = 370,000); inhibition, % at 12.2 µM; in the data active = inhibition above about 9.5%
* = called active by the depositor; i = inactive; . = not tested or not shown.

SMILES | TDP2 absorb | Tn6 DDE FP | LEDGF integ inh | ARFGAP1 inhibitor | Tn7 DDE FP | ADAM17 inh | ADAM10 inh | ASAP1 GAP inh | proKLK7 act | PLC-gamma1 inh
Cc1ccc(-c2cc(C(=O)NN=Cc3cccc(OCc4ccccc4)c3)[nH]n2)cc1C | -6 | 20* | 1 | . | -6 | 11* | 7 | . | 2.5 | 1
O=C(COc1ccc(-c2ccccc2)cc1)N1CCN(C(=O)c2cccs2)CC1 | 4 | -2 | -4 | -4 | 6 | 0 | 2 | -5 | 1.1 | -2
CC(CC(=O)Nc1ccc2c(c1)OCCO2)c1ccccc1 (stereo not drawn) | -4 | 0 | 0 | -6 | -2 | -4 | -10 | 0 | 0.0 | 2
CCc1ccc(C(=O)NNc2ccc(Cl)cc2)cc1 | -13 | -6 | 2 | 7 | -1 | 2 | 9 | 5 | -0.1 | 5
CCCCCC1CC(COc2ccccc2)OC1=O (stereo not drawn) | -5 | 9 | -1 | -3 | 8 | -2 | -1 | 3 | -0.5 | 2
O=C(O)CCCC(=O)Nc1ccc(Sc2ccc([N+](=O)[O-])cc2)cc1 | -2 | -2 | -2 | 5 | 7 | -1 | 13 | -19 | 0.1 | 0
N#CCc1ccc(OC(=O)Nc2ccccc2)cc1 | 7 | 5 | 0 | -10 | 3 | -4 | 1 | 7 | 0.1 | -3
Cc1ccccc1CCNC(=O)C1CCN(S(=O)(=O)c2ccc(-n3cnnn3)cc2)CC1 | -1 | 4 | 1 | 4 | -2 | 1 | -6 | -5 | -0.7 | 0
COc1ccc(-n2nnc3c(=O)n(CC(=O)N4CCCc5ccccc54)cnc32)cc1 | -4 | 2 | -1 | -8 | 1 | -6 | 1 | 5 | 0.1 | 5
Cc1ccc(S(=O)(=O)N2CCC(C(=O)N(C)C3CCS(=O)(=O)C3)CC2)cc1 (stereo not drawn) | 9 | 7 | -3 | -7 | 2 | -3 | -1 | 6 | -0.2 | 3
CCOc1cc(Br)c(C=O)cc1OCC | -3 | 1 | -4 | 10 | -14 | -3 | -12 | -5 | 1.1 | -2
CC(NC(=O)CN1CCN(Cc2cccc(F)c2)CC1)c1ccccc1 (stereo not drawn) | -3 | 10 | -1 | -8 | 7 | -1 | -6 | 0 | -0.2 | -2
Cc1cc(C)n(CC(=O)c2cccc([N+](=O)[O-])c2)n1 | -5 | 1 | -3 | -5 | 1 | -4 | 3 | -7 | -0.6 | -2
NC(=O)[C@@H]1CCOc2c(I)cc([N+](=O)[O-])cc2C(=O)N[C@@H](CO)C(=O)NCC(=O)N1 | -6 | -2 | 2 | 2 | -6 | 1 | -7 | 3 | 0.5 | 1
O=C(NC1=NCCS1)c1sc2ccccc2c1Cl | 6 | 7 | -3 | -5 | 2 | -7 | -21 | 4 | -0.6 | -1
CCN(CC)S(=O)(=O)c1ccc(Cl)c(C(=O)Nc2cccnc2)c1 | -4 | 4 | 5 | 20 | -6 | 1 | 1 | 1 | -0.3 | 1
COc1ccc(N2CCN(CCCn3cnc4c(OC)ncnc43)CC2)cc1 | 1 | -2 | -1 | 10 | 8 | -2 | -7 | -9 | -0.7 | 1
CCN1C[C@@H]2[C@@H]3C(=O)N(C)C(=O)[C@@H]3[C@](C)(C1=O)N2C(=O)c1ccc(Cl)c(Cl)c1 | 1 | -4 | 1 | 5 | 0 | -3 | 4 | -3 | 0.9 | -1
Cc1ccsc1/C=C1\SC(N)=NC1=O | -15 | 0 | 7 | -9 | 1 | 8 | 18 | -7 | -0.1 | 10*
Cc1c(Cl)cccc1-n1c(SCC(=O)N2CCC(C(=O)O)CC2)nnc1-c1ccncc1 | 14 | -4 | -2 | 5 | -1 | -3 | -15 | -6 | -0.2 | 0
COc1ccc(CC(NC(C)=O)C(=O)NC2CCN(C(=O)c3cc(OC)c(OC)c(OC)c3)CC2)cc1 (stereo not drawn) | 4 | 3 | -3 | -6 | 2 | -4 | 4 | 8 | 0.0 | 1
COc1ccc(CC(=O)Nc2ccc(F)c(F)c2F)cc1S(=O)(=O)N1CCOCC1 | -7 | 4 | 4 | -8 | -3 | 1 | 4 | -13 | -0.1 | 7
O=C(OCC(=O)N1CCN(C(=O)COC(=O)c2ccncc2)CC1)c1ccncc1 | 7 | 5 | 2 | -1 | -3 | -9 | -18 | -11 | 0.5 | -5
CCOc1cc(/C=C(\C#N)C(=O)Nc2ccccn2)ccc1O | 0 | 0 | -4 | 11 | 1 | -5 | -3 | -2 | 0.1 | -5
CCOC(=O)N1CCN(c2nnnn2-c2ccccc2)CC1 | -3 | -2 | -4 | 4 | 5 | -2 | 9 | 6 | 0.2 | 0
CCC(C)(C)n1nnnc1C(c1ccc(N(C)C)cc1)N1CCN(C2CCCCC2)CC1 (stereo not drawn) | 3 | -4 | 3 | -1 | -6 | -1 | 14 | 1 | -0.3 | 4
Cc1ccc2c(c1)C1C=CCC1C(C(=O)NCCCN1CCOCC1)N2 (stereo not drawn) | 11 | -2 | 2 | -3 | 9 | 0 | 2 | -4 | 0.1 | -13
O=C(COC(=O)c1cnccn1)NC(=O)c1ccccc1 | -3 | 4 | -6 | 9 | -4 | -1 | -18 | -3 | 0.1 | -6
CCCCNC(=O)C[C@H]1C[C@@]2(C(=O)OC)C(=C[C@H](COCc3ccccc3)O[C@@H]2C)N(Cc2ccc(Cl)cc2Cl)C1=O | 0 | -3 | -3 | . | 3 | 1 | 9 | . | -0.1 | 3
c1cncc(-c2nnc3n2C2(CCCCC2)Cc2ccccc2-3)c1 | -1 | -4 | 0 | 7 | -3 | -1 | 3 | 7 | -0.2 | 0
CC(O)(CS(=O)(=O)Cc1ccccc1Cl)C(=O)Nc1cccc(C(F)(F)F)c1 (stereo not drawn) | -4 | 0 | 2 | 3 | -2 | 0 | 8 | 0 | 0.5 | 8
COc1ccc(NC2CCCN(C(=O)c3ccc4[nH]c(C)c(C)c4c3)C2)cc1OC (stereo not drawn) | -4 | -1 | -6 | -1 | -1 | -7 | 4 | -8 | -0.7 | -12
Cc1ccc(NC(=O)NN2CCN(C)CC2)cc1C | -6 | 6 | 1 | 7 | -1 | -1 | -1 | -16 | -0.3 | -2
COc1ccc(-c2nnn(CC(=O)N(CCCN3CCOCC3)C(C(=O)NC3CCCC3)c3ccco3)n2)cc1 (stereo not drawn) | -14 | 6 | 3 | 5 | -6 | 0 | 4 | -17 | 0.5 | 4
Cc1ccc(NC(=O)NC(=O)CN2C(=O)NC3(CCc4ccccc43)C2=O)c(C)c1 (stereo not drawn) | 1 | -10 | -1 | -4 | -4 | 3 | 11 | -6 | 0.4 | 3
O=c1oc(-c2cccs2)nc2sc3c(c12)CCCCC3 | -12 | -8 | -3 | 18 | -4 | -4 | -8 | 7 | -0.3 | -5

At a glance, part of the list above:
SMILES | TDP2 absorb | Tn6 DDE FP | LEDGF integ inh | ARFGAP1 inhibitor | Tn7 DDE FP | ADAM17 inh | ADAM10 inh | ASAP1 GAP inh | proKLK7 act | PLC-gamma1 inh
COc1ccc(-c2nnn(CC(=O)N(CCCN3CCOCC3)C(C(=O)NC3CCCC3)c3ccco3)n2)cc1 (stereo not drawn) | -14 | 6 | 3 | 5 | -6 | 0 | 4 | -17 | 0.5 | 4
Cc1ccc(NC(=O)NC(=O)CN2C(=O)NC3(CCc4ccccc43)C2=O)c(C)c1 (stereo not drawn) | 1 | -10 | -1 | -4 | -4 | 3 | 11 | -6 | 0.4 | 3
O=c1oc(-c2cccs2)nc2sc3c(c12)CCCCC3 | -12 | -8 | -3 | 18 | -4 | -4 | -8 | 7 | -0.3 | -5

Continued.
SMILES | TDP2 absorb | Tn6 DDE FP | LEDGF integ inh | ARFGAP1 inhibitor | Tn7 DDE FP | ADAM17 inh | ADAM10 inh | ASAP1 GAP inh | proKLK7 act | PLC-gamma1 inh
O=C(C1=C[C@H](c2csc3ccccc23)C[C@H](OCc2ccc(CO)cc2)O1)N1CCOCC1 | 2 | 8 | -2 | 5 | -6 | -1 | 89* | 8 | 0.8 | -4
O=c1c(C(c2c(O)nc3n(c2=O)CCS3)c2cccc3ccccc23)c(O)nc2n1CCS2 | 1 | -2 | 1 | 7 | -3 | -2 | 6 | 16 | -1.0 | 2
COC(=O)[C@H](CC(C)C)NC(=O)NCCC1=CCCCC1 | -12 | 9 | 0 | 1 | 8 | 2 | -1 | 2 | -0.4 | -1
CC(C)N1CC=C2C(C#N)=C(N)C(C#N)(C#N)C(c3ccccc3)C2C1 (stereo not drawn) | -3 | 11 | 0 | -5 | 8 | -179 | i | 6 | 16* | -377
N=C1C(c2nc3ccccc3[nH]2)=C(O)CN1NC(=O)c1c[nH]c2ccccc12 | -18 | 5 | -1 | -6 | -4 | 6 | 19 | 10 | -0.5 | 7
Cc1cccc(C)c1OCc1cc(C(=O)NC2CCC(O)CC2)no1 (stereo not drawn) | 5 | 2 | 0 | 12 | -4 | -1 | -15 | 12 | -0.1 | 2
COc1ccccc1N1CCN(CC(O)c2c(C)[nH]c3ccccc23)CC1 (stereo not drawn) | -4 | -5 | -3 | 5 | 4 | -9 | -3 | 3 | -0.1 | -12
CCn1c(Cc2cccs2)nnc1SCC(=O)Nc1ccccc1-c1ccccc1 | 2 | 5 | 2 | . | -3 | 1 | 3 | . | 0.9 | 3
CCN(CC)S(=O)(=O)c1ccc(N2CC(C(=O)NCc3cccnc3)CC2=O)cc1 (stereo not drawn) | 1 | 2 | -1 | -2 | -10 | 0 | -1 | 6 | 0.7 | -2
O=C(CCSCCC(=O)NN=Cc1cccc(Cl)c1)NN=Cc1cccc(Cl)c1 | -3 | 0 | -1 | 0 | 2 | -3 | -4 | 8 | -0.1 | 2
O=C1OC(c2ccc(Cl)cc2)/C(=C(/O)c2ccccc2)C1=O (stereo not drawn) | 1 | -3 | 1 | 4 | 3 | 2 | 14 | -15 | 0.6 | 9
COc1ccc([N+](=O)[O-])cc1NCc1cccnc1 | -6 | 5 | -2 | -4 | -3 | -3 | -10 | 7 | -0.5 | -4
